Compound activity deposited in PubChem by National Center for Advancing Translational Sciences (NCATS).
D1 antagonist: Antagonist of Human D 1 Dopamine Receptor: qHTS | 360,000 tested, 3.2% active | HEK293 TREx D1 cells, calcium flux, dopamine EC80; stronger effect = lower value | AID 504652, 2011 | activity change, negative = inhibition, % at 10 µM; in the data active = activity change below about -30%; note: % is set by controls: 0 for no effect and ±100 for the full control effect
Target sequence (P21728 whole entry, looked up): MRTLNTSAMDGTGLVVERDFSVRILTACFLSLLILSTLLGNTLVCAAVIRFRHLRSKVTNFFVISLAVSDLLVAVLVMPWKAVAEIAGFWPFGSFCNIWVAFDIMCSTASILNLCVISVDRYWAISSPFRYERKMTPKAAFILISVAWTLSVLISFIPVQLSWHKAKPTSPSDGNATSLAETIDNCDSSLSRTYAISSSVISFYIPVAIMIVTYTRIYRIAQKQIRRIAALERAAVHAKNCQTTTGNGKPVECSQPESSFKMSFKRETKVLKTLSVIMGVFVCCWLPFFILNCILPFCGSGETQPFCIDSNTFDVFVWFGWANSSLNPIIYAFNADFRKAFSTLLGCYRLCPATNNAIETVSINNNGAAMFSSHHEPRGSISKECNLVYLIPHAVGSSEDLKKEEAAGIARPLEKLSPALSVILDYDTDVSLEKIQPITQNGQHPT
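After overnight tetracycline induction at 30 C, force-coupled D1 HEK293 cells took up a no-wash calcium dye at room temperature. Compounds were added and monitored 180 s, and the response to EC80 dopamine was then recorded.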
D2 PAM: HTS Assay for Positive Allosteric Modulators of the Human D2 Dopamine Receptor: Primary Screen for Potentiators; HEK293 T-REx D2, calcium flux, EC20 dopamine potentiation; potentiation, % at 10 µM; 340,000 tested, 0.34% active; AID 485347, 2010;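 active = potentiation over 3 SD above the plate norm, cut at about 30% in these data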; note: 0% is about no effect
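Using a no-wash calcium dye in inducible, force-coupled HEK293 Trex cells expressing D2, we tracked fluorescence each second for 180 s after compound, then for 180 s after EC20 dopamine to detect augmented signalling.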
Vif-A3F inh: qHTS for Inhibitors of Vif-A3F Interactions: qHTS. HeLa A3F-eYFP + Vif (tagged APOBEC3F with the HIV-1 protein that degrades it), YFP fluorescence increase. Potency, µM (series often up to 46.1 µM), for the others: at the highest dose activity, negative = active. 390,000 tested, 0.2% active. AID 602313, 2012; note: potency is the fitted concentration of half-maximal effect; % of control where 0% means no effect; nearly all actives have a fitted effect of over 65% in size
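Fluorescence increase (Ex 488/Em 500-530) after overnight compound treatment at 37 deg C flags inhibition of Vif-driven A3F-eYFP loss in stable HeLa A3F-eYFP/Vif cells seeded overnight beforehand.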
RXFP1 ag: qHTS Assay for Agonists of the Relaxin Receptor RXFP1 | 370,000 tested, 0.3% active | Potency, µM (doses to about 57.5 µM), for inactives: at the highest dose activation, actives largely listed as activators | HEK293T-RXFP1 cAMP TR-FRET, 30 min; response scale: percent of porcine relaxin response, buffer zero | Relaxin receptor 1 (Homo sapiens), Q9HBX9; note: potency is the fitted concentration of half-maximal effect; % is set by controls: 0 for no effect and ±100 for the full control effect; nearly all actives have a fitted effect of over 60% in size; many of its hits are not listed in these tables
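HEK293 cells stably expressing RXFP1, treated 30 min at 37C with compounds plus PDE4 inhibitor Ro 20174; cAMP measured by HTRF TR-FRET. Normalized to buffer and 29 nM porcine relaxin; EC50 by Hill fit.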
D1 agonist: Allosteric Agonists of the Human D1 Dopamine Receptor: qHTS | 360,000 tested, 1% active | D(1A) dopamine receptor (Homo sapiens), P21728 | HEK293 T-REx D1 cells, calcium flux, agonist mode | activation, % at 2 µM; in the data active = activation above about 30%; note: 0% is about no effect
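Agonism was scored from calcium flux recorded over 180 s (1 read/s) after pintool compound addition, following a 10-cycle baseline. Cells were inducible force-coupled HEK293 TREx D1, plated overnight at 30 C and loaded with no-wash calcium dye.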
D1 potentiator: Potentiators of Human D1 Dopamine Receptor: qHTS; D(1A) dopamine receptor (Homo sapiens), P21728; 360,000 tested, 0.036% active; HEK293 TREx D1 cells, calcium flux, dopamine EC20 potentiation; potentiation, % at 10 µM; in the data active = potentiation above about 30%; note: 0% is about no effect
RXFP1 antagonist: qHTS Assay for Antagonists of the Relaxin Receptor RXFP1; HEK293-RXFP1, relaxin-stimulated cAMP HTRF, 30 min; stronger effect = lower value; activity change, negative = inhibition, % at 57.5 µM; AID 1259400, 2018; 350,000 tested, 0.59% active;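 active = activity change of -60% or lower, but not beyond a set lower limit; inconclusive = change between -60% and -40%, or beyond the set limit; inactive = change above -40%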; note: % is set by controls: 0 for no effect and ±100 for the full control effect
Vif-A3G inh: qHTS for Inhibitors of Vif-A3G Interactions: qHTS. DNA dC->dU-editing enzyme APOBEC-3G (Homo sapiens), Q9HC16. HeLa A3G-eYFP + Vif (tagged APOBEC3G with the HIV-1 protein that degrades it), YFP fluorescence, overnight. Potency, µM (titrated, usually from 46.1 µM), for the others: top-dose activity, negative = active, most hits filed as inhibitors. 410,000 tested, 0.076% active. AID 602310, 2012;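 note: potency is the fitted concentration of half-maximal effect; % is set by controls: 0 for no effect and ±100 for the full control effect; nearly all actives have a fitted effect of over 60% in size; hits raise eYFP signal because A3G escapes Vif-driven loss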
Target sequence (Q9HC16 whole entry, looked up): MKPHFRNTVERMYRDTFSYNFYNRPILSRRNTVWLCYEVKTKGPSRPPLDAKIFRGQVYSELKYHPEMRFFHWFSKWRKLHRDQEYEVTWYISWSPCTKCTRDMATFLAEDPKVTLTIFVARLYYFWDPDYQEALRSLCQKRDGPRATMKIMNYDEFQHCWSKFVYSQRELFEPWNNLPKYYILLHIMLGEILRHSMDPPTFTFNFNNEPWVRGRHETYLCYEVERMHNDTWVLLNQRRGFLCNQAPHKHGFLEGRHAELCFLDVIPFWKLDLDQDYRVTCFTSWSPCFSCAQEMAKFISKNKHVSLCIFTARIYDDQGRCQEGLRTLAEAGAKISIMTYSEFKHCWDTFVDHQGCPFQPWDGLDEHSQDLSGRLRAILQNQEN
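HeLa cells stably expressing Vif and C-terminally eYFP-tagged A3G, seeded overnight at 37 deg C, then exposed to compound by pintool overnight at 37 deg C. Rise in yellow fluorescence (Ex 488/Em 500-530, Acumen) marks blocked Vif-driven A3G degradation.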
GRP78 ERSR act: qHTS for Inducers of the Endoplasmic Reticulum Stress Response (ERSR) in Human Glioma: qHTS. U87-MG GRP78 promoter luciferase reporter, 16 h. AID 602332, 2012. Potency, µM, without a hit: at the highest dose activation, hits mostly activators. 420,000 tested, 0.02% active; note: potency is the fitted concentration of half-maximal effect; series mostly up to about 76 µM; % of control where 0% means no effect; nearly all actives have a fitted effect of over 35% in size
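Stably transfected U87-MG human glioma cells carrying a GRP78-based luminescent sensor were seeded at 1000 cells/well, pin-dosed with compounds and incubated 16 h. Luciferase reagent was then added, and end-point luminescence was read after 10 min at room temperature.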
* = called active by the depositor; ? = inconclusive; . = not tested or not shown; & = joins results of further samples. Unless noted, calls come from the whole dose curve; as a rule, active = well fitted curve in the direction sought with a large enough effect; inconclusive = small, poorly fitted or top-dose-only effect, or another doubt; inactive = no such curve, though single readings can be large; an effect the other way counts as inactive or inconclusive. An excerpt; the hit share may differ from the screen's.

SMILES	D1 antagonist	D2 PAM	Vif-A3F inh	RXFP1 ag	D1 agonist	D1 potentiator	RXFP1 antagonist	Vif-A3G inh	GRP78 ERSR act
CC(/C=N/n1c(-c2ccccn2)n[nH]c1=S)=C\c1ccccc1	20.9	6.5	0.1%	1.1%	0.8	-0.9	-10.2	0.6%	-5.5%
O=C(Nc1cccc(Br)c1)c1cc(S(=O)(=O)N2CCOCC2)cs1	-0.7	-16.4	4.2%	-1.1%	6.1	-0.8	1.3	1.1%	-2.7%
CCOc1ccc(C(C)(N)C(=O)O)cc1 (stereo not drawn)	9.6	1.6	-2.9%	1.6%	-0.7	3.2	3.1	1.1%	-4.5%
Cc1ccc(N2CCN(C(=O)CCc3c(C)nc4ncnn4c3C)CC2)c(C)c1	0.7	-3.9	9.5%	6.2%	-0.6	-1.6	.	0.6%	-3.4%
O=C1C(=O)N(CCCn2ccnc2)C(c2ccccn2)/C1=C(/O)c1ccccc1 (stereo not drawn)	-10.0	2.0	.	0.8%	0.4	0.8	.	.	.
CC(CNCC1CCCO1)COc1ccccc1 (stereo not drawn)	-1.8	5.8	2.2%	1.8%	1.6	0.2	0.7	0.5%	-6.9%
O=C(NC1(C(F)(F)F)Oc2ccccc2O1)N1CCCC1	-9.9	20.4	-1.0%	-0.3%	2.8	-0.8	13.2	?	-4.1%
Cc1nc(SCC(=O)NC(=O)NC(C)C)nc(C)c1C	.	3.1	0.5%	2.6%	-1.2	-4.8	-14.9	-4.9%	-2.6%
Cc1oc(-c2cccc(Cl)c2)nc1CN1CCC(C(=O)NCc2ccc(F)cc2)CC1	-17.2	-10.4	-11.7%	0.2%	54.2*	-3.4	.	-3.6%	-0.8%
COc1ccccc1-c1nc(SCc2ccccn2)n[nH]1	-5.1	1.2	-1.8%	-0.9%	0.8	-5.3	-9.3	-0.4%	3.7%
CC(C)N(C)Cc1cn(C)nc1-c1ccc(Oc2ccccc2)cc1	4.9	-13.2	-0.5%	-1.5%	2.1	-3.0	3.8	1.2%	-3.0%
CC(=O)Nc1ccc(S(=O)(=O)Nc2nc3ccccc3nc2Nc2ccc(O)cc2)cc1	-0.5	-1.4	-8.6%	2.2%	0.9	-2.3	-1.9	-9.2%	0.8%
C[C@@H]1CCCCO[C@@H](CN(C)C(=O)c2ccncc2)[C@@H](C)CN([C@H](C)CO)C(=O)c2cc(NC(=O)Cc3ccccc3)ccc2O1	.	.	-4.6%	.	.	.	-8.0	0.6%	-4.5%
COC(C[C@@H](O)[C@@H](C)[C@@H](O)COCc1ccccc1)OC	-2.4	-6.1	1.1%	0.0%	6.9	-5.8	.	0.1%	-2.0%
O=C(CC1C(=O)NCCN1Cc1cccc(Oc2ccccc2)c1)NCC1CCOCC1 (stereo not drawn)	-8.3	-5.2	1.2%	-2.0%	2.7	3.6	-2.8	9.1%	-1.8%
COc1ccc(CCNCc2c(C(=O)O)c(C)n(Cc3cccc(Cl)c3)c2C)c(OC)c1OC	-14.7	22.5	-1.1%	2.2%	1.7	-1.4	-11.0	-3.1%	-0.1%
CC(NC(=O)c1ccco1)c1nc(-c2ccccc2)no1 (stereo not drawn)	-22.5&-1.6	2.6	?	-0.5%&-0.8%	-0.2&-0.4	6.6&1.4	2.0	4.4%&1.1%	-6.5%&-2.1%
Cn1c(O)c(C2=c3ccccc3=NC2=O)[nH]c1=S	1.9	-8.0	6.7%	0.3%	-0.1	-0.1	0.2	1.0%	-2.1%
CC(OC(=O)c1ccc(S(=O)(=O)NCc2ccco2)cc1)C(=O)Nc1ncc(Cl)cc1Cl (stereo not drawn)	-17.6	4.6	-4.2%	-0.2%	4.5	-4.6	-18.6	-0.6%	-6.6%
CCCCCn1c(=O)[nH]c2cc(C(=O)O)ccc2c1=O	0.4	25.5	-0.8%	0.5%	3.8	1.1	1.5	-0.7%	3.3%

D1 agonist: entries above that show a hit.
SMILES	D1 antagonist	D2 PAM	D1 agonist	D1 potentiator	RXFP1 antagonist
Cc1oc(-c2cccc(Cl)c2)nc1CN1CCC(C(=O)NCc2ccc(F)cc2)CC1	-17.2	-10.4	54.2*	-3.4	.

Gathered by group, the entries above with an aryl thioether with sulfur outside any ring.
SMILES	D1 antagonist	D2 PAM	Vif-A3F inh	RXFP1 ag	D1 agonist	D1 potentiator	RXFP1 antagonist	Vif-A3G inh	GRP78 ERSR act
Cc1nc(SCC(=O)NC(=O)NC(C)C)nc(C)c1C	.	3.1	0.5%	2.6%	-1.2	-4.8	-14.9	-4.9%	-2.6%
COc1ccccc1-c1nc(SCc2ccccn2)n[nH]1	-5.1	1.2	-1.8%	-0.9%	0.8	-5.3	-9.3	-0.4%	3.7%

(cont.)
SMILES	D1 antagonist	D2 PAM	Vif-A3F inh	RXFP1 ag	D1 agonist	D1 potentiator	RXFP1 antagonist	Vif-A3G inh	GRP78 ERSR act
COc1ccc(CCNC(=O)c2cnccn2)cc1	7.5	16.8	-11.2%	3.5%	0.8	.	.	2.9%	-1.8%
O=C1N(Cc2ccccc2F)c2ccccc2C12OCCCO2	-0.7	39.7*	3.5%	0.9%	2.3	-2.7	2.6	-15.6%	-4.2%
CC(C)N(Cc1ccccc1)C(=O)CN1c2cccc3cccc(c23)S1(=O)=O	.	.	5.9%	.	.	.	-18.6	-1.4%	-5.0%
Cc1ccc(Cl)cc1NS(=O)(=O)c1ccc2oc(=O)ccc2c1	-16.4	-2.0	-4.7%	0.4%	7.5	-11.6	4.9	-1.6%	-7.2%
CCCc1nn(C)c2c(=O)[nH]c(-c3cc(S(=O)(=O)N(CCO)CCO)ccc3OCC)nc12	15.0	8.9	1.5%	4.1%	9.2	6.3	-1.6	-8.2%	-1.3%
COCCNc1nc(CSc2ccccc2)nc2sc(C)c(C)c12	13.6	0.7	-8.3%	-0.2%	1.9	-1.0	-5.5	-8.6%	-4.7%
Cc1ccc(C)c(NC(=O)CN(C)C(=O)Cc2ccc(Cl)cc2Cl)c1	-1.5	-20.9	3.4%	2.6%	5.4	-3.3	-3.4	1.7%	-3.0%
COc1ccc(CN2CN(C3CCCC3)CSC2=S)cc1	7.9	26.5	-4.5%	-2.7%	0.8	-0.6	-16.9	?	-5.7%
COc1ccccc1N1CCN(S(=O)(=O)c2cccc3nsnc23)CC1	-1.9	12.6	-9.7%	-0.4%	0.5	-3.1	-1.7	-3.3%	-1.6%
C(=N\Nc1nncc2ccccc12)/c1ccccc1	-13.6	8.3	-1.3%	4.5%	2.4	-2.5	-6.4	1.2%	-0.8%
CCOC(=O)CSc1nnc(-c2cccnc2)n1Cc1ccccc1	-5.7	.	2.0%	2.0%	3.6	-3.5	2.0	-0.7%	0.2%
COC(=O)C1CCN(C(=O)Cc2c(OC)ccc3cc(Br)ccc23)CC1	2.0	11.3	8.9%	26.0%	2.5	-2.6	4.9	0.4%	-3.0%
O=C(CCC1COc2ccccc2O1)NCC1COc2ccccc2O1 (stereo not drawn)	5.4	-8.0	-9.1%	-1.8%	-0.3	0.0	-7.2	0.2%	-2.2%
CC(=O)c1cccc(NC(=O)CCNC(=O)c2ccccc2Cl)c1	-1.9	2.0	2.4%	-0.9%	2.5	-1.4	5.9	1.2%	-3.1%
CCCCn1c(N)c(N(CCC(C)C)C(=O)COC(=O)Cc2ccc(Cl)cc2)c(=O)[nH]c1=O	.	.	1.6%	.	.	.	-8.4	-18.4%	-7.7%
COc1cccc(N(CC(=O)NC(C)c2ccccc2)S(C)(=O)=O)c1 (stereo not drawn)	-9.4	-4.2	-6.3%	-1.0%	3.7	-4.8	-2.8	1.1%	-2.2%
COc1ccc(CN(C)C(=O)[C@H](Cc2ccccc2)NC(=O)c2ccco2)c(OC)c1	-1.0	7.5	7.1%	-0.4%	-0.3	-11.9	1.4	-6.1%	-3.9%
CCOC(=O)C1CCCN(/C=C2\SC(=S)N(CC)C2=O)C1 (stereo not drawn)	-11.2	23.8	-0.2%	0.3%	13.0	-8.8	-2.7	-5.8%	3.4%
COc1ccc(C(O)Cn2ccsc2=NC(C)=O)cc1 (stereo not drawn)	0.5	-5.2	4.1%	-3.6%	1.0	-6.2	-3.6	?	-1.6%
COc1ccc(C(CNC(=O)C2COc3ccccc3O2)N2CCCC2)cc1 (stereo not drawn)	16.8	-20.1	5.6%	0.9%	6.6	-1.0	-10.4	3.6%	-0.5%
CCCCCc1nc2ccccc2c(=O)n1N	4.3	-3.4	2.4%	2.5%	6.9	-3.8	5.3	1.2%	-7.2%
COc1ccc(-c2ccc(SCC(=O)NCc3ccco3)nn2)cc1	-0.1	2.3	-0.1%	2.2%	1.9	-7.3	-5.8	2.5%	4.5%
CCOC(=O)Cn1c(CN(Cc2ccccc2)Cc2ccccc2)nc2c1c(=O)[nH]c(=O)n2C	13.2	12.5	3.2%	0.5%	0.6	-0.9	12.0	-5.1%	-3.2%
Cc1c(C(=O)N(Cc2ccccc2)Cc2cccs2)cnn1-c1ccc(Cl)cc1	-4.5	12.3	-9.1%	0.3%	14.5	-1.8	-26.2	1.3%	-3.0%
Cc1cc(C)nc(SCc2nnc(SCC#N)n2-c2cccc(Cl)c2)n1	8.8	-5.5	-4.8%	0.3%	3.1	-2.4	-5.7	1.0%	-2.2%
COCCCNC(=O)CSc1nc2ccc(N3CCOCC3)cc2c(=O)n1CCc1ccccc1	.	.	-10.2%	.	.	.	2.8	2.8%	3.7%
O=C(c1ccco1)N(Cc1cccc([N+](=O)[O-])c1)c1ccc(Br)cc1	-36.1*	-10.7	16.7%	-2.0%	29.8	-2.0	3.1	-10.6%	2.9%
O=C(CSc1ccc2ccccc2c1)NC1CCCc2ccccc21 (stereo not drawn)	6.2	10.1	0.0%	1.4%	9.0	-4.7	7.0	-3.4%	-2.7%
